Bioassay records deposited in PubChem BioAssay by National Center for Advancing Translational Sciences (NCATS).
GLP-1R inv ag – GLP-1 receptor (human) inverse agonism. P43220. HEK293 GLP-1R CRE-luciferase, luminescence, 24 h; GLP-1R form is constitutively active. Potency, µM (doses to about 38.3 µM), inactives show at the highest dose activity change, negative = inhibition, hits mostly inhibitors. 410,000 compounds, 1.6% hits; further: on the % scale 0 is the no-effect control and ±100 the full control effect; nearly all actives have a fitted effect of over 55% in size
Target sequence (P43220 whole entry, looked up): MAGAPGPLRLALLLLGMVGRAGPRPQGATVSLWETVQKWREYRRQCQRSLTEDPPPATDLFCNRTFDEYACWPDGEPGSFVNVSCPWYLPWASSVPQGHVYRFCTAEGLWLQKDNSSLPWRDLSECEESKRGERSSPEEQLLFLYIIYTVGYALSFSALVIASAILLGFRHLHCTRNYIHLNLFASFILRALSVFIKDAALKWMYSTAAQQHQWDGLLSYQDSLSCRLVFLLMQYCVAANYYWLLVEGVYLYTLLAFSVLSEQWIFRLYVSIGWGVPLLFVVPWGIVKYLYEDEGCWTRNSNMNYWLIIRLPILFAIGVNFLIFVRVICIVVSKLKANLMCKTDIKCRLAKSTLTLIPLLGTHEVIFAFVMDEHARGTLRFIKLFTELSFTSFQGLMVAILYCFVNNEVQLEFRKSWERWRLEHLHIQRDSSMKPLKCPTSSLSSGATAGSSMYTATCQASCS
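Luminescence readout: a drop in cAMP-driven luciferase signal flags inverse agonism at a constitutively active GLP-1R stably expressed in HEK293. Compound exposure lasted 24 hr at 37 deg C, 5% CO2.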
TDP-43 yeast inh – inhibitors of TDP-43 toxicity in yeast. TDP-43 expressing yeast growth rescue, BacTiter-Glo, 24 h. Potency, µM (titrated, usually from 46.1 µM), without a hit: at the highest dose growth rescue (activation), usual class: activators. 410,000 compounds, 1.8% hits. AID 652104; further: % of control where 0% means no effect; nearly all actives have a fitted effect of over 50% in size
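Luminescence from BacTiter-Glo reports growth of TDP-43-expressing yeast after 24 hr at 30 deg C with compound. Cells were raffinose-pregrown to mid-log, then seeded in galactose medium at OD600=0.02.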
KB-3-1 cytotox – KB-3-1 parental cell cytotoxicity; Potency, µM (highest dose often 46.1 µM), without a hit: at the highest dose activity change, negative = cytotoxic, usual class: cytotoxic; AID 1347075; 400,000 compounds, 1.4% hits; KB-3-1 viability, CellTiter-Glo ATP luminescence, 72 h; further: on the % scale 0 is the no-effect control and ±100 the full control effect; nearly all actives have a fitted effect of over 60% in size
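Cells are dispensed, compounds pinned in, plates held at 37 °C for 72 h, then CellTiter-Glo is added and luminescence read after 10 minutes. Cell line: parental KB-3-1 in phenol-red-free DMEM, 10% FBS.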
GLP-1R agonist – activates the human GLP-1 receptor; P43220; HEK293 GLP-1R CRE-luciferase, luminescence, 4-6 h; cells express a hypersensitive GLP-1R form; Potency, µM (top dose mostly 45.6 µM), for inactives: at the top dose activation, actives largely listed as activators; 380,000 compounds, 0.007% hits; further: % of control where 0% means no effect
SW480 rereplic – induces DNA re-replication in SW480 colon adenocarcinoma cells; SW480 DNA re-replication, Hoechst DNA content imaging, 48 h; Potency, µM (titrated, usually from 46.1 µM), for the others: at the highest dose re-replication activation, usual class: activators; 340,000 compounds, 1.8% hits; AID 624297; further: % of control where 0% means no effect; nearly all actives have a fitted effect of over 55% in size
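Treated cells incubate 48 hr (37 C, 5% CO2), are stained 40 min with Hoechst, and nuclear fluorescence is enumerated; a rise in nuclei with high DNA signal marks re-replication.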
HT1080-NT tox – kills 2HG-producing HT-1080-NT fibrosarcoma cells. HT-1080-NT fibrosarcoma viability, CellTiter-Glo ATP luminescence, 48 h. Potency, µM (doses to about 46.1 µM), for inactives: top-dose activity, negative = less viability, actives largely listed as cytotoxic. 360,000 compounds, 1.6% hits;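 further: NT is the 2HG producing partner of a matched IDH1 knockdown line; 0% = DMSO-treated cells and -100% = media-only wells without cells; nearly all actives have a fitted effect of over 55% in size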
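Viability by CellTiter-Glo luminescence after 48 h compound exposure at 37C of HT-1080-NT cells (750/well, RPMI, 5% FBS). % activity scaled between DMSO wells and medium-only wells, then curve-fitted and categorized by curve class.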
KB-V1 MDR tox – kills drug-selected multidrug resistant KB-V1 cells | KB-V1 MDR cells viability, CellTiter-Glo, 72 h | Potency, µM (titrated, usually from 46.1 µM), inactives show top-dose activity change, negative = cytotoxicity, hits mostly cytotoxic | 400,000 compounds, 3.4% hits | AID 1347076; further: on the % scale 0 is the no-effect control and ±100 the full control effect; nearly all actives have a fitted effect of over 60% in size
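KB-V1, DMEM (no phenol red) + 10% FBS; cpd pin-transferred, titration series; 72 h, 37 degrees C; CellTiter-Glo, luminescence. Data normalized, curve-fit.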
HT1080 IDH1KD tx – HT-1080 IDH1 knockdown cell toxicity (counter line). 360,000 compounds, 2% hits. HT-1080 IDH1 knockdown viability, ATP luminescence, 48 h. Potency, µM (titrated, usually from 46.1 µM), inactives show at the top dose activity, negative = toxicity, usual class: cytotoxic;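 further: 0% = DMSO wells and -100% = cell-free medium wells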
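After a 2 h attachment period, IDH1KD HT-1080 cells took pin-transferred compound for 48 h at 37 °C; ATP-based luminescence after 10 min room-temperature reagent incubation reported viability.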
GLP1R cytotox – cytotoxic in the GLP-1 receptor inverse agonist counter-screen | Potency, µM (top dose mostly 38.3 µM), without a hit: top-dose activity change, negative = inhibition, usual class: inhibitors | 410,000 compounds, 0.13% hits | HEK293 cAMP-luciferase reporter cells, luminescence, 24 h;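 further: loss of luciferase light is scored as toxicity; on the % scale 0 is the no-effect control and ±100 the full control effect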
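Quantitative HTS format, 1536 wells, 200 cells/uL seeded. Compounds: 23 nL, 24 h, 37 °C. Detection: luciferase reagent, luminescence at 12 min RT; decreased signal taken as cytotoxic.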
Active calls of the source: *; ? = inconclusive; · = not tested or not shown; & = joins results of further samples; [ ] = remark or other dose. The call rests on the fitted dose curve; in most records, active means well fitted curve in the direction sought with a large enough effect; inconclusive means small, poorly fitted or top-dose-only effect, or another doubt; inactive means no such curve, though single readings can be large; an effect the other way counts as inactive or inconclusive. Potency means the concentration at half of the fitted maximal effect.

Order of values – KB-3-1 cytotox, HT1080 IDH1KD tx, KB-V1 MDR tox, GLP-1R agonist, GLP1R cytotox, TDP-43 yeast inh, GLP-1R inv ag, HT1080-NT tox, SW480 rereplic
> Cc1cc(NC(=O)C(C)SCC(=O)Nc2nc3c(F)cc(F)cc3s2)no1 (stereo not given)
→ -1%, 8%, 7%, -6%, 3%, 16%, 9%, 4%, 7%
> O=C(C1CC1)N1N=C(C2CCCCC2)CC1(O)C(F)(F)F (stereo not given)
→ 1%, -18%, 3%, 25%, 2%, -1%, -2%, -14%, 5%
> COc1ccc(-c2noc(CSc3nc4sc(C)c(C)c4c(=O)n3-c3ccccc3)n2)cc1
→ -2%, -3%, -28%, -9%, -3%, 4%, 16%, 12%, -10%
> Cn1c(=O)c2c(nc(Oc3cccc(O)c3)n2C)n(C)c1=O
→ -2%, 10%, -13%, -1%, -2%, -1%, 7%, 3%, -5%
> Cc1ccc(NC(=O)/C(=C\c2ccc3c(c2)OCO3)NC(=O)c2ccco2)cc1
→ -3%, 1%, 1%, -16%, 1%, -8%, -10%, 0%, -10%
> Cc1ccc2c(c1)N(CC(=O)NCCCN1CCOCC1)C(=O)c1cccnc1O2
→ 3%, 0%, 0%, 0%, 6%, -5%, 0%, 2%, 0%
> COC(=O)c1ccccc1C(=O)N1CCOCCOCCOCC1
→ 1%, -9%, ?, 6%, 9%, 14%, -4%, 0%, -8%
> COc1cc(CNc2nc(C)c([N+](=O)[O-])c(C)c2C#N)cc(OC)c1
→ ?, -1%, 7.3µM*, 15%, 10%, 2%, 38%[activator], -1%, 18%
> O=C(O)CCC(=O)Nc1ccccc1Oc1ccccc1
→ 3%, 10%, 2%, 1%, 1%, 5%, 13%, 20%, -90%[inhibitor]
> OC(COc1ccc(Br)cc1)CN1CCN(c2ccccc2)CC1 (stereo not given)
→ -5%, -12%, -5%, -4%, -6%, 3%, ?, -1%, 0%
> Cc1cn2c(=O)c(S(=O)(=O)Nc3ccc(F)cc3F)c(C)nc2s1
→ -5%, ·, 3%, ·, -4%, 19%, 1%, ·, ·
> Fc1ccccc1/C=N/NC(=S)Nc1ccc(Cl)cc1Cl
→ 8.2µM*, 3.3µM*, 1.5µM*, -5%, ?, 8%, -11%, 5.2µM*, 3.3µM*
> COc1cc(C2C3C(=O)N(c4ccc(F)cc4)C(=O)C3ON2c2ccccc2)ccc1O (stereo not given)
→ -3%, 18%, 8%, -7%, -1%, 5%, 17%, 14%, -4%
> CC(C)c1ccccc1OCC(=O)N1CCCCCCC1
→ ?, -17%, 1%, -2%, -6%, 10%, ?, -17%, -4%
> CCOc1ccc(C(=O)NCCn2cc(SCC(=O)Nc3ccccc3)c3ccccc32)cc1
→ ?, ·, -11%, -3%, -29%, 3%, -7%, ·, ·
> Cc1c(NC(=O)C2CCCN2S(=O)(=O)c2ccccc2)c(=O)n(-c2ccccc2)n1C (stereo not given)
→ 10%, 7%, 8%, -19%, 6%, -28%, 11%, 12%, 0%
> COc1ccc(CCn2c(C)cc3c(c2=O)C(c2ccc4c(c2)OCO4)C(C#N)=C(N)O3)cc1OC (stereo not given)
→ -4%, ?, -5%, 11%, -17%, 1%, 36%[activator], ?, 7%
> CCN(CC)C(=O)[C@H]1C[C@H](CC(=O)NCCCN(C)C)C(=O)N2CCc3c([nH]c4cc(CCC(=O)N(C)C)ccc34)[C@]12C
→ 0%, 18%, -12%, 8%, 0%, ?, 23%, 11%, -8%[9.22 µM]
> COc1ccc(C(CNC(=O)c2ccc(-c3nc4ccccc4s3)o2)N2CCCC2)cc1 (stereo not given)
→ 7%, -27%, 14%, 28%, -19%, 13%, ?, ?, ?
> COCCCNC(=O)c1ccc(Cn2c(=O)c3ccccc3n(Cc3ccccc3C)c2=O)cc1
→ ?, 16µM*, ?, 1%&9%, 2%&-26%, 19%&22%, 1%&-18%, ?, 15%
> O=C(CCC(=O)N1CCOc2ccccc21)N1CCCCC1
→ -20%, -4%, 3%, -4%, -13%, -22%, 5%, -6%, 1%
> CC1(C)[N+]([O-])=C2C(=[N+]([O-])C1(C)C)c1ccccc1/C2=N\O
→ 0%, 6%, 11%, -15%, -5%, 8%, 6%, -1%, -1%
> N#CCN(C(=O)COC(=O)C1CC2CCCC(C1)C2=O)c1ccccc1 (stereo not given)
→ 0%, -7%, -15%, -2%, 16%, -17%, 10%, -2%, 2%
> O=C(Cc1ccccc1)NC1CC(=O)N(c2ccc3c(c2)OCCO3)C1 (stereo not given)
→ 22%, ·, 16%, 1%, 2%, 0%, -8%, ·, ·
> COc1cccc(-c2nc(CS(=O)(=O)CC(=O)NCc3cccc(Cl)c3)c(C)o2)c1
→ -11%, ·, 1%, ·, 0%, 17%, -17%, ·, ·
> COC(=O)c1c(NC(=O)c2ccco2)sc2c1CCN(C(C)=O)C2
→ ?, 24%, -24%, 6%, -4%, ?, 107%[activator], 7%, 2%
> CSc1ccccc1NC(=O)CN(C)CC(=O)NCc1ccccc1
→ 6%, 4%, ?, 0%, 3%[7.66 µM], 3%, 9%[7.66 µM], 0%, 0%
> CCOC(=O)C(NC(=O)CC)(Nc1sc2c(c1C(=O)OC)CCN(C)C2)C(F)(F)F (stereo not given)
→ 2%, -1%, ?, 0%, 2%, 3%, 2%, 9%, -1%
> CN(c1ccc(OCC(=O)NCc2cccnc2)cc1)S(=O)(=O)c1ccc(Cl)cc1
→ -4%, 3%, ?, 1%, -6%, -21%, ?, -13%, -1%
> O=C(NC1CC1)C1CCN(C2CCN(C(=O)/C=C/c3cccs3)CC2)CC1
→ 2%, 13%, 34%, 5%, 1%, 3%, 13%, 2%, -8%
> Cc1ccc(N2CN(Cc3cccnc3)CNC2=S)cc1
→ 12%, 11%, -14%, 7%, 8%, -4%, 15%, 2%, -7%
> O=C(NCCN1CCOCC1)c1cc(-c2ccc(Br)cc2)on1
→ 11%, 3%, ?, -10%, 0%, -23%, 0%, 5%, -5%
> COc1ccc(C2C3=C(CC(C)(C)CC3=O)Nc3c2c(=O)[nH]c(=O)n3Cc2ccccc2)cc1 (stereo not given)
→ -2%, -14%, 1%, -5%, 255%[activator], 4%, ?, -10%, ?
> O=C(c1ccc(F)cc1)N1CCN(C2CCC(c3ccccc3)CC2)CC1 (stereo not given)
→ -4%, 0%, 19%, 1%, -1%, 0%, -12%, 2%, ?
> O=C(CSc1ccccc1)NN1C(=O)c2ccccc2C1=O
→ -4%, 9%, -1%, -16%, 9%, ?, -4%, -2%, -6%
> CCC(=O)N1CCc2cc(S(=O)(=O)N(C)c3ccc(OC)cc3OC)ccc21
→ 7%, 13%, -6%, 2%, 0%, 2%, 17%, 17%, -4%
> C/C(=N/O)c1no[n+]([O-])c1/C(C)=N\O
→ -2%, 25%, 4%, 1%, 26%, -16%, -19%, 5%, -12%
> CSc1nc2nc(-c3ccc(F)cc3)c(CCN3CCN(C)CC3)cn2n1
→ -2%, 0%, -2%, 4%, -9%, -3%, -1%, -1%, -8%
> O=C(N/N=C/c1ccc(COc2ccc(Br)cc2)o1)c1ccc2c(c1)OCO2
→ ?, -19%, -35%, -3%, -13%, 1%, 4%, -7%, 4%
> O=C(NCCN1CCOCC1)c1ccc2ccccc2c1
→ 2%, -15%, -12%, -1%, 2%, -24%, 10%, -7%, -1%
> Cc1cc(=O)n2nc(N3CCC(C(=O)Nc4ccc(Br)c(C)c4)CC3)sc2n1
→ -16%, ·, 28%, ·, 0%, 15%, 5%, ·, ·
> COc1cc(C(=O)N2CCC(C(=O)Nc3cccc(C(C)=O)c3)CC2)cc(OC)c1OC
→ 17%, 0%, ?, 16%, -13%, 5%, -4%, 1%, -1%[9.22 µM]
> COc1cccc(CNC(=O)C2CCCN(c3nnc(-n4c(C)ccc4C)s3)C2)c1OC (stereo not given)
→ 4%, ·, -10%, ·, 4%, 8%, -5%, ·, ·

Only GLP-1R agonist and TDP-43 yeast inh, for two of the compounds above:
SMILES	GLP-1R agonist	TDP-43 yeast inh
COc1ccc(C2C3=C(CC(C)(C)CC3=O)Nc3c2c(=O)[nH]c(=O)n3Cc2ccccc2)cc1 (stereo not given)	-5%	4%
O=C(CSc1ccccc1)NN1C(=O)c2ccccc2C1=O	-16%	?

Gathered by group, those above containing a cyano group (3)
Order of values – KB-3-1 cytotox, HT1080 IDH1KD tx, KB-V1 MDR tox, GLP-1R agonist, GLP1R cytotox, TDP-43 yeast inh, GLP-1R inv ag, HT1080-NT tox, SW480 rereplic
> COc1cc(CNc2nc(C)c([N+](=O)[O-])c(C)c2C#N)cc(OC)c1
→ ?, -1%, 7.3µM*, 15%, 10%, 2%, 38%[activator], -1%, 18%
> COc1ccc(CCn2c(C)cc3c(c2=O)C(c2ccc4c(c2)OCO4)C(C#N)=C(N)O3)cc1OC (stereo not given)
→ -4%, ?, -5%, 11%, -17%, 1%, 36%[activator], ?, 7%
> N#CCN(C(=O)COC(=O)C1CC2CCCC(C1)C2=O)c1ccccc1 (stereo not given)
→ 0%, -7%, -15%, -2%, 16%, -17%, 10%, -2%, 2%
